# Nrf2 block: Nrf2 qHTS screen for inhibitors; A549 ARE-Fluc reporter, luciferase luminescence, 18-24 h; Potency, µM (highest dose often 46 µM), for the others: top-dose activity change, negative = inhibition, hits mostly inhibitors; hit rate 2.1% among 360,000; AID 504444, 2011; also: % is scaled to controls: 0 for no effect and ±100 for the full control effect; nearly all actives have a fitted effect of over 60% in size
#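 Concentration-response testing used A549 ARE_Fluc cells at 5000 cells/well. Following an 18-24 h compound incubation, viability was read by fluorescence (Ex 405/Em 525) and luciferase output by luminescence.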
# ATXN2 expr inh: Primary qHTS for Inhibitors of ATXN expression; Potency, µM (top dose mostly 57 µM), without a hit: at the top dose activity change, negative = inhibition, usual class: inhibitors; HEK-293 ATXN2-luciferase reporter, luminescence, 24 h; AID 1745845, 2022; hit rate 0.72% among 360,000; also: % is scaled to controls: 0 for no effect and ±100 for the full control effect; nearly all actives have a fitted effect of over 55% in size
#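 ATXN2-luciferase reporter cells (luciferase flanked by upstream and downstream ATXN2 gene portions) were treated 24 h at 37 °C with compounds at up to 57 uM. SteadyGlo luminescence gave expression; GF-AFC fluorescence gave viability.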
# ATXN viability: Viability Counterscreen for Primary qHTS for Inhibitors of ATXN expression; Potency, µM (top dose mostly 56.7 µM), actives largely listed as cytotoxic; hit rate 0.49% among 400,000; S2 cells (HEK-293 line with an ATXN2-luciferase reporter) viability, CellTiter-Fluor protease fluorescence, 24 h; also: nearly all actives have a fitted effect of over 40% in size
# Nrf2 ARE act: qHTS of Nrf2 Activators; hit rate 0.31% among 410,000; AID 624171, 2012; Potency, µM (highest dose often 46.1 µM), for inactives: at the top dose activation, most hits filed as activators; AREc32 ARE-luciferase reporter (MCF7-derived line), luminescence, 24 h; also: % of control where 0% means no effect; nearly all actives have a fitted effect of over 65% in size
#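 Luciferase luminescence (Steady-Glo, 30 min at room temperature) served as the read-out of ARE activation in AREc32 cells treated with compounds for 24 hr at 37 deg C.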
# EPAC2 antag: qHTS for Antagonist of cAMP-regulated guanine nucleotide exchange factor 2 (EPAC2): primary screen; hit rate 0.18% among 360,000; EPAC2 GEF exchange of Rap1B-BODIPY-GDP, fluorescence; Rap guanine nucleotide exchange factor 4 (Homo sapiens), Q8WZA2; Potency, µM (highest dose often 114 µM), for inactives: at the top dose activity, negative = inhibition, hits mostly inhibitors; AID 720708, 2013; also: % is scaled to controls: 0 for no effect and ±100 for the full control effect; nearly all actives have a fitted effect of over 45% in size; many of its hits are not listed in these tables
# Target sequence (Q8WZA2 whole entry, looked up): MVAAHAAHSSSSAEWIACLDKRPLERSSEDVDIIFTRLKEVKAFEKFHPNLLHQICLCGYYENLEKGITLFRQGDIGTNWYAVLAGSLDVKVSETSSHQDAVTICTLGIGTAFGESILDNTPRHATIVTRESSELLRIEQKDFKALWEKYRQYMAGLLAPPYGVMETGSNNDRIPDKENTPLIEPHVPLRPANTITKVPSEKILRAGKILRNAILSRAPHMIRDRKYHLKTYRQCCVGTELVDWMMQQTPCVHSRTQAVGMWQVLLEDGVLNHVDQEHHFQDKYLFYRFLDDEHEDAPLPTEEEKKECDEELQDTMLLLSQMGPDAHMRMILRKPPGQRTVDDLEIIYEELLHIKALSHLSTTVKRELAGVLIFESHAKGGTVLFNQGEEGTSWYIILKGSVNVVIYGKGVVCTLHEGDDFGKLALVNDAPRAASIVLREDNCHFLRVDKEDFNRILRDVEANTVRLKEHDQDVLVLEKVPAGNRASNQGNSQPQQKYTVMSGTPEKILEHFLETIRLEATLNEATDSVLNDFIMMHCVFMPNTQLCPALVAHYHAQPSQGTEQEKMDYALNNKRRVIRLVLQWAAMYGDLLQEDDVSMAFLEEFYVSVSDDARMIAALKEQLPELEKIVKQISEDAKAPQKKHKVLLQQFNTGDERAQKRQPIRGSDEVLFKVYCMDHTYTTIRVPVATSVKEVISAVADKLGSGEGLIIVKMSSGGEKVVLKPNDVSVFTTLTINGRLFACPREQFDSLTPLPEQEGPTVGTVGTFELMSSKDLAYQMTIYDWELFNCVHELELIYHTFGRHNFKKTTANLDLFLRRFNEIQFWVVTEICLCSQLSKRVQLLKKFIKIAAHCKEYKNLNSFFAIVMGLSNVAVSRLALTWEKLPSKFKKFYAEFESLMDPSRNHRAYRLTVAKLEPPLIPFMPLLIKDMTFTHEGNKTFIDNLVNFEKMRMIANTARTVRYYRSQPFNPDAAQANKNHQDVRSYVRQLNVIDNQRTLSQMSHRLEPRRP
# MCF10A rereplic: A quantitative high throughput screen for small molecules that induce DNA re-replication in MCF 10a normal breast cells | MCF 10A DNA re-replication, Hoechst nuclear intensity, 48 h | Potency, µM (titrated, usually from 46.1 µM), for inactives: at the top dose activity, positive = re-replication, most hits filed as activators | hit rate 2.9% among 350,000 | AID 624296, 2012; also: % of control where 0% means no effect; nearly all actives have a fitted effect of over 50% in size
# HepG2 tox: qHTS for Inhibitors of TGF-b: Cytotox Counterscreen. HepG2 CAGA-GFP viability, ATP luminescence, 18 h. hit rate 0.76% among 410,000. Potency, µM (highest dose often 46.1 µM), for the others: at the highest dose activity change, negative = cytotoxicity, actives largely listed as cytotoxic. AID 588856, 2011; also: some results filed as inactive show a strong effect at the top dose
#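 CellTiter-Glo luminescence gave cytotoxicity after 18 hours at 37 degrees C. The cells were HepG2 CAGA-GFP in 1% FBS DMEM, stimulated with 500 pg/mL TGF-beta after compound addition. %Activity was normalised to no-cell wells (complete cell-killing) and DMSO (no toxicity), and curves were fitted and classified.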
# TGFb inhibitor: qHTS for Inhibitors of TGF-b; hit rate 1.2% among 410,000; HepG2 CAGA-GFP TGF-b/SMAD3 reporter, GFP fluorescence, 18 h; TGF-beta stimulated, 500 pg/mL final; Potency, µM (doses to about 46.1 µM), for inactives: at the highest dose activity, negative = inhibition, usual class: inhibitors; AID 588855, 2011; also: % is scaled to controls: 0 for no effect and ±100 for the full control effect; nearly all actives have a fitted effect of over 65% in size
#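 HEPG2 CAGA-GFP cells (1000/well, DMEM with 1% FBS) were pre-incubated 2 h at 37 degrees C, given compound by pin tool, then stimulated with TGF-beta at 500 pg/mL final for 18 h before per-cell GFP fluorescence imaging.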
# A549 viability: Nrf2 qHTS screen for inhibitors: counterscreen for cytotoxicity | hit rate 0.16% among 390,000 | Potency, µM (top dose mostly 46 µM), for inactives: top-dose activity change, negative = cytotoxicity, usual class: inhibitors | A549 ARE-Fluc cells, CellTiter-Fluor viability, 18-24 h; also: % is scaled to controls: 0 for no effect and ±100 for the full control effect
#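 A549 ARE-Fluc cells in 5% FBS OPTI-MEM, 5000 cells/well, rested 2 h then exposed to compounds in concentration-response for 18-24 h at 37 °C. Viability by CellTiter-Fluor fluorescence (Ex 405/Em 525) after 30 min; luciferase luminescence (BugLite, 15 min, RT) read afterwards.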
# An asterisk follows results filed as active; i = inactive; ? = inconclusive; / = no result given; [ ] = dose if it differs, or a comment. Calls follow the shape of the dose curve; as a rule, active = well fitted curve in the direction sought with a large enough effect; inconclusive = small, poorly fitted or top-dose-only effect, or another doubt; inactive = no such curve, though single readings can be large; an effect the other way counts as inactive or inconclusive. Potency is read from the fitted curve at half-maximal effect. Only part of the results is shown; count on the stated rates, not on these rows.
nr	compound	MCF10A rereplic	ATXN viability	EPAC2 antag	ATXN2 expr inh	A549 viability
1	CN1c2ccsc2C(=O)/C(=C\Nc2cccc(C(F)(F)F)c2)S1(=O)=O	2%	i	-4%	7%	-15%
2	CCCCc1nn2c(=O)cc(COC(=O)COc3ccc(C)cc3)nc2s1	/	i	/	9%	0%
3	O=S(=O)(c1ccc2nnn(OCc3ccccc3)c2c1)N1CCOCC1	10%	i	6%	1%	-15%
4	COc1ccc(S(=O)(=O)Nc2ccc(F)cc2F)cc1C(=O)N1CCOCC1	-5%	i	12%	-1%	1%
5	CCOc1ccc(S(=O)(=O)n2ccnc2)c2ccccc12	3%	i	?	3%	-2%
6	Cc1cccc(NC(=O)CN(C)S(=O)(=O)c2ccc(Cl)cc2)n1	-2%	i	8%	-13%	-6%
7	CCOC(=O)N1CCc2c(sc3c2c(=O)n(Cc2ccccc2)c(=O)n3CC(=O)Nc2ccc(C)cc2C)C1	/	/	/	/	-1%
8	COC(=O)c1ccc2nc(-c3cccc(Cl)c3)c(Cc3ccccc3OC)n2c1	/	i	-4%	15%	/
9	C=CCNC(=S)NNC(=O)c1ccc(OCC)cc1	5%	i	9%	12%	6%
10	CC(C)(Nc1ccccc1)C(=O)c1ccccc1	-2%	i	0%	-12%	3%
11	CCN(CC)S(=O)(=O)c1csc(C(=O)NC2CCCCC2)c1	-1%	?	-1%	-24%	-5%
12	COc1ccccc1NC(=O)c1ccc(NC(=O)c2ccc(=O)[nH]c2)cc1	?	i	4%	9%	1%
13	Cc1cccc(N2C(=O)CSC23C(=O)N(CC(=O)NCCc2ccccc2)c2ccccc23)c1 (configuration not stated)	/	i	/	-7%	-9%
14	Cc1ccc(C(=O)c2oc3ccccc3c2NC(=O)COc2ccc(Cl)c(C)c2)cc1	/	i	/	-4%	1%
15	CC(C)NC(=O)c1ccccc1NC(=O)c1nsc2ccccc12	/	i	/	13%	4%

nr	Nrf2 ARE act	TGFb inhibitor	Nrf2 block	HepG2 tox
1	-0.6%	0%	-4%	8%
2	-0.9%	4%	-5%	-17%
3	-0.7%	-7%	-9%	-6%
4	-0.2%	27%	28%	-3%
5	-0.3%	3%	5%	-8%
6	-0.4%	-6%	/	-1%
7	0.7%	-17%	9%	0%
8	?	?	/	-25%
9	2.6%	-26%	18%	5%
10	0.8%	-1%	3%	4%
11	0.4%	-11%	12%	-21%
12	-0.8%	-2%	-19%	12%
13	0.6%	-30%	-15%	-19%
14	0.3%	4%	6%	17%
15	8.1%	18%	/	4%

# The list continues.
nr	compound	MCF10A rereplic	ATXN viability	EPAC2 antag	ATXN2 expr inh	A549 viability
16	Cc1cc(C)c(NC(=O)C(C)n2nnc3sc(-c4ccccc4)cc3c2=O)c(C)c1 (configuration not stated)	/	i	/	-9%	5%
17	CC1(C)C=C2C(=NN(c3ccccc3)C(N)=C2C#N)CO1	?	i	-19%	2%	-2%
18	CN(C)c1cccc(C(=O)NC2CCCc3ccccc32)c1 (configuration not stated)	-18%	i	4%	-1%	-8%
19	Cc1ccc(C)c(S(=O)(=O)c2nnn3c2nc(Nc2ccc(C)c(C)c2)c2sccc23)c1	/	/	/	/	5%
20	CCOC(=O)c1c(NC(=O)CSc2nc3ccc(OC)cc3[nH]2)sc2c1CC(C)(C)NC2(C)C	?	i	-16%	-23%	?
21	Fc1ccc(-c2ccc3c(c2)C2CC3CCN2Cc2ccc3c(c2)OCO3)cc1 (configuration not stated)	?	i	1%	-8%	1%
22	O=C(NCc1ccco1)C1CCN(Cc2ccc(F)cc2)CC1	1%	i	-1%	0%	6%
23	NC(=O)C1CCN(c2ccnc3cc(Cl)ccc23)CC1	-1%	i	9%	-32%	-2%
24	CCCOc1ccc(C2C(C#N)=C(N)Oc3nc[nH]c(=O)c32)cc1OC (configuration not stated)	0%	i	16%	-6%	-3%
25	Cc1ccc(NC(=O)CSc2nc3ccccc3n2CC(=O)N(C)C2CCCCC2)cc1C	/	?	/	5%	-5%
26	CCOC(=O)c1ccc(NC(=O)NC2CCN(CC(=O)NCc3ccc4c(c3)OCO4)CC2)cc1	15%	i	-1%	-4%	/
27	Cc1ccnc2c(N3C(=O)C4C5c6ccccc6C(c6ccccc65)C4C3=O)cccc12 (configuration not stated)	13%	i	1%	-18%	2%
28	COC(=O)c1ccc(C(=O)OC)c(NC(=O)CSCC(=O)O)c1	2%	i	-2%	-11%	0%
29	COc1ccc(C2CC(=O)N(Cc3ccccc3)c3c2c(C)nn3-c2nc(C)cc(C)n2)c(OC)c1 (configuration not stated)	/	i	/	-1%	-1%
30	CCCCOc1[nH]c2nc(-c3ccco3)n(Cc3ccco3)c(=N)c2c1C#N	?	i	-1%	2%	0%

nr	Nrf2 ARE act	TGFb inhibitor	Nrf2 block	HepG2 tox
16	0.1%	-15%	12%	5%
17	2.9%	-9%	-16%	-18%
18	3.3%	9%	-37%	-3%
19	0.4%	0%	6%	-3%
20	14%	?	?	-22%
21	3.5%	3%	-10%	-37%
22	0.2%	-2%	/	-16%
23	-0.7%	-16%	6%	-41%
24	0.4%	?	2%	4%
25	-0.6%	-17%	/	-17%
26	0.1%	0%	-24%	-21%
27	0.1%	?	?	-2%
28	0.1%	-4%	2%	16%
29	-1.4%	-26%	6%	-5%
30	20%	?	-23%	-13%

# Some of the entries above in another layout.
# Results follow in this order: MCF10A rereplic | ATXN viability | EPAC2 antag | ATXN2 expr inh | A549 viability | Nrf2 ARE act | TGFb inhibitor | Nrf2 block | HepG2 tox
10	CC(C)(Nc1ccccc1)C(=O)c1ccccc1
→ -2% | i | 0% | -12% | 3% | 0.8% | -1% | 3% | 4%
11	CCN(CC)S(=O)(=O)c1csc(C(=O)NC2CCCCC2)c1
→ -1% | ? | -1% | -24% | -5% | 0.4% | -11% | 12% | -21%
12	COc1ccccc1NC(=O)c1ccc(NC(=O)c2ccc(=O)[nH]c2)cc1
→ ? | i | 4% | 9% | 1% | -0.8% | -2% | -19% | 12%
13	Cc1cccc(N2C(=O)CSC23C(=O)N(CC(=O)NCCc2ccccc2)c2ccccc23)c1 (configuration not stated)
→ / | i | / | -7% | -9% | 0.6% | -30% | -15% | -19%
14	Cc1ccc(C(=O)c2oc3ccccc3c2NC(=O)COc2ccc(Cl)c(C)c2)cc1
→ / | i | / | -4% | 1% | 0.3% | 4% | 6% | 17%
15	CC(C)NC(=O)c1ccccc1NC(=O)c1nsc2ccccc12
→ / | i | / | 13% | 4% | 8.1% | 18% | / | 4%

# (listing goes on)
nr	compound	MCF10A rereplic	ATXN viability	EPAC2 antag	ATXN2 expr inh	A549 viability
31	Cc1ccc(-c2cc(C(=O)NCCCN3CCOCC3)c3ccccc3n2)cc1C	-1%	i	1%	-7%	1%
32	CC(=O)c1ccc(NC(=O)CSc2nc(=O)n(Cc3ccccn3)c3c2CCC3)cc1	/	i	/	-9%	0%
33	CCn1cc(C(=O)NC2CCCC2)c(=O)c2cc(S(=O)(=O)N3CCOCC3)ccc21	1%	i	10%	-7%	8%
34	C[C@@H](NC(=O)c1coc(=O)c(Br)c1)c1ccccc1	?	?	16%	?	-12%
35	CC(C)CNS(=O)(=O)c1cc(C(=O)O)c(Cl)cc1Cl	6%	i	-7%	-6%	3%
36	Cc1ccc(C(=O)NC(C)C2CCCO2)o1 (configuration not stated)	-10%	i	2%	5%	-4%
37	Cc1ccc(NC(=O)C2CC(=O)n3c(nc4ccccc43)N2)cc1Cl (configuration not stated)	0%	i	8%	-17%	1%
38	Cc1ccc(Nc2c(-c3cccc(Cl)c3)nc3cccc(C)n23)cc1	/	i	/	-8%	-9%
39	CCOC(=O)N1CCN(c2cccc(C)c2C)CC1	1%	i	-2%	0%	-3%
40	Cc1cc(=O)c(C(=O)O)nn1-c1ccccc1[N+](=O)[O-]	-4%	i	3%	16%	10%
41	CCN(CC)c1ccc(NC(=S)NC(=O)C2CCC2)cc1	8%	i	-16%	-8%	-1%
42	CC1=CC(=O)N(c2cccc(C(F)(F)F)c2)C1c1ccc(Cl)cc1 (configuration not stated)	?	i	-17%	-8%	?
43	NS(=O)(=O)c1ccc(NC(=O)COC(=O)C2CCCCC2)cc1	2%	i	4%	-23%[11.3 µM]	1%
44	Brc1ccc(Sc2cnc3ccccc3n2)cc1	1%	i	-7%	17%	3%
45	CCOC(=O)c1ccn(-c2nc(-c3cccc(OC)c3)cc(C(F)(F)F)n2)n1	/	?	/	?	18%
46	Cc1ccccc1C(=O)c1cccn1CC(=O)NC1CCCC(C)C1C (configuration not stated)	10%	i	8%	-2%	1%
47	Cn1c(SCCN2CCCC2)nnc1C1CCN(S(=O)(=O)c2cccc(F)c2)CC1	11%	i	13%	5%	0%

nr	Nrf2 ARE act	TGFb inhibitor	Nrf2 block	HepG2 tox
31	3.0%	0%	11%	-9%
32	4.4%	?	/	-28%
33	-0.3%	7%	2%	-6%
34	11µM*	?	?	13µM*
35	-1.6%	2%	-8%	-6%
36	-0.7%	-13%	10%	-3%
37	-0.7%	-3%	5%	-11%
38	8.2%	?	-21%	-20%
39	-0.4%	0%	?	8%
40	0.3%	-2%	4%	-18%
41	-0.3%	0%	-17%	-16%
42	0.3%	-12%	23µM*	-23%
43	2.5%	14%	-8%	6%
44	3.5%	3%	8%	-36%
45	-0.6%	1%	-17%	-2%
46	-0.8%	10%	-15%	-59%
47	0.3%	19%	10%	-25%

# Screens from PubChem.
